From PubChem BioAssay
M. tuberculosis HTS: M. tuberculosis growth inhibition, HTS (AID 449762); inhibition, % at 25 µM; hits with a dose series show IC50 in µM; M. tuberculosis H37Rv growth inhibition, 7H9 media; higher % means a stronger effect; hit rate 0.59% among 330,000; in the data active = a potency from the dose series; inconclusive = inhibition above about 70% without an active follow-up result;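 note: bacterial growth assessed after seven days of incubation; strong numbers were not always called active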
tuberculosis growth: growth inhibition of non-replicating M. tuberculosis (AID 488890); Mycobacterium tuberculosis non-replicating, growth inhibition; higher % means a stronger effect; inhibition, % at 25 µM; hits with a dose series show IC50 in µM; hit rate 0.39% among 320,000; in the data active = a potency from the dose series; inconclusive = inhibition mostly from about 82% at the one dose, without a potency; inactive = the rest, 99 in 100 with inhibition below about 76%;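 note: plate controls were DMSO cells for no effect and high antibiotic wells for full effect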
influenza NS1A: H1N1 influenza NS1A inhibitors, functional cell based assay (AID 504329). NS1A functional cell-based assay, percent inhibition; higher % means a stronger effect. inhibition, % at 12.5 µM; hits with a dose series show IC50 in µM. hit rate 0.3% among 340,000; in the data active = a potency from the dose series; inconclusive = inhibition above about 27% without an active follow-up result; note: strong numbers were not always called active
Salmonella PhoP GFP: Inhibition of PhoP regulon, Salmonella typhi GFP reporter cells, confirmation, 4 h (AID 1850) | Salmonella Typhi PhoP-promoter GFP reporter, fluorescence, 4 h; higher % means a stronger effect | inhibition, % at 50 µM; hits with a dose series show IC50 in µM | hit rate 0.33% among 310,000; in the data active = a potency from the dose series; inconclusive = inhibition mostly from about 25% at the one dose, without a potency; inactive = the rest, 99 in 100 with inhibition below about 19%;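 note: 0% = induced wells with vehicle and 100% = uninduced wells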
VEEV TC-83 Vero: inhibitors of VEEV TC-83 cytopathic effect, confirmation, Vero cells (AID 588727); hit rate 0.13% among 350,000; Vero cells, VEEV TC-83 cytopathic effect inhibition; higher % means a stronger effect; one-dose inhibition, % at 20 µM; IC50 in µM for titrated hits; in the data active = a potency from the dose series; inconclusive = inhibition mostly from about 14% at the one dose, without a potency; inactive = the rest, 99 in 100 with inhibition below about 12%; note: strong numbers were not always called active
VEEV TC-83 Vero 10K pilot screen: second read-out of VEEV TC-83 Vero, no call of its own (marks repeat the call); inhibition, %; measured here: 10K pilot screen inhibition
Starred values were filed as active, the others as inactive; i = inactive; ? = inconclusive; . = no result given; & = joins results of further samples.

SMILES	M. tuberculosis HTS	tuberculosis growth	influenza NS1A	Salmonella PhoP GFP	VEEV TC-83 Vero	others
COc1cc(OC)cc(C(=O)OCC(=O)Nc2cccc(S(=O)(=O)NC3=NCCCCC3)c2)c1	-4%	11%	-8%	.	1.7%
O=C(NC1(C(F)(F)F)N=C2SCCN2C1=O)c1ccccc1F (centres undefined)	6%	5%	.	1%	0.8%
O=C(CN1C(=O)c2ccccc2S1(=O)=O)N1CCCCC1	-1%	-4%	2%	-2%	2.0%
CC(C)N(C)S(=O)(=O)c1ccc(NC(=O)CSC(=S)N2CCCC2)cc1	2%	7%	-15%	9%	1.5%
Cc1ccc(O)c(-c2cc(-c3ccccc3F)[nH]n2)c1	34%	-4%	-12%	-24%	8.5%
COC(=O)c1ccc2c(c1)NC(=O)C(N1CCCC1)S2 (centres undefined)	5%	4%	-2%	-5%	i
Cc1nn(-c2ccccc2)c(Cl)c1/C=N/Nc1nc2ccccc2n1C	?	-8%	14%	-6%	3.6%
COc1ccccc1C(C(=O)NC1CCCCC1)N(C(=O)c1csnn1)C1CC1 (centres undefined)	-5%	11%	5%	6%	0.1%
CCOC(=O)c1cc2c(=O)n3ccccc3nc2n(CC2CCCO2)c1=NC(=O)/C=C/c1ccccc1 (centres undefined)	-1%	-2%	-3%	-12%	7.4%
Cc1cc(C)c(C#N)c(SCc2cn3ccccc3n2)n1	8%	15%	3%	-5%	1.7%
CCN(CC)CCOC(=O)c1cc2cc(COC)ccc2o1	-1%	16%	-2%	-3%	0.7%
CC(C)CNC(=O)c1cccc(NC(=O)COc2ccc([N+](=O)[O-])cc2)c1	4%	24%	4%	-5%	12%
NNC(=S)NC1CCCCC1	?	0%	1%	5%	i
Cn1c(SCC(=O)N/N=C/C=C/c2ccccc2[N+](=O)[O-])nc2ccccc21	8%	8%	-7%	4%	10%
COc1cccc2oc3cc(C#CC4(O)CCCCC4)ccc3c(=O)c12	?	70%	3%	-4%	11%
Cc1ccc2c(c1)C(c1ccncc1)=NNC(c1ccccc1)=N2	17%	4%	-18%	2%	1.3%
CCCCn1c(=O)[nH]c(=O)c2c1nc(COC(=O)c1c(C)noc1C)n2CCC	-3%	-3%	-5%	-10%	0.3%
Cc1ccnc2nc(C(=O)OCC(=O)Nc3ccccc3C(C)(C)C)nn12	4%	-4%	-6%	6%	1.8%
CCCN(CCC)S(=O)(=O)c1ccc(C(=O)Nc2ccc(S(=O)(=O)Nc3nnc(CC)s3)cc2)cc1	7%	16%	0%	-8%	0.3%
O=C(CN1C(=O)C2CCCCC2C1=O)NC1CCCc2ccccc21 (centres undefined)	.	.	-6%	.	1.5%
COC(=O)Cn1ncc(N2C3CC(CC(C)(C)C3)C2C)c(Cl)c1=O (centres undefined)	10%	13%	0%	7%	i
Cc1cccc(OCc2n[nH]c(=S)o2)c1	13%	11%	4%	3%	0.7%
CCN(CCCNC(=O)Cn1ncc2c([nH]c3ccc(C)cc32)c1=O)Cc1ccccc1	3%	27%	3%	7%	i
O=C(c1ccc(N2CCCC2=O)cc1)N1CCN(c2ccccc2)CC1	-2%	-1%	6%	-4%	1.4%
CCOC(=O)c1ccc(NC(=O)CN2C(=O)C3C4C=CC(C4)C3C2=O)cc1 (centres undefined)	-9%	-8%	-1%	7%	i	VEEV TC-83 Vero 10K pilot screen=1.6
CCn1c(CNC(=O)c2ccccc2F)nnc1SCC(=O)NC1CCCCC1C (centres undefined)	-1%	8%	-8%	-6%	0.4%
Cc1c(Cl)cccc1Nc1ncccc1C(=O)OCC(O)CO (centres undefined)	-2%	0%	.	-3%	.
CCOc1ccc(S(=O)(=O)NCCCN2CCOCC2)cc1	-7%	-11%	0%	-14%	0.2%
COc1ccccc1-c1noc(CCC(=O)N2CCN(c3cc(C)ccc3C)CC2)n1	.	.	-5%	.	9.2%
CC1CCN(c2ccc3nnc(CCC(=O)N4CCCCC4)n3n2)CC1	5%	8%	-3%	3%	1.6%
Cc1ccc(C(=O)N2CCCC2)cc1S(=O)(=O)N1CCCCC1	-10%	-5%	-5%	-10%	3.7%
Cc1ccc(NC(=O)COC(=O)CCc2ccc(S(=O)(=O)N3CCOCC3)cc2)c(C)c1	9%	-9%	-12%	-4%	0.8%
O=c1ccn(Cc2ccccc2)c2ccccc12	5%	3%	7%	9%	i
COc1ccccc1N(CC(=O)NC1CCCC1)C(=O)c1oc(C(C)(C)C)cc1C	2%	53%	-1%	-2%	2.6%
Cc1sc2ncn(CC(=O)NCC(=O)N(C)C3CCCCC3)c(=O)c2c1C	-9%	-10%	-7%	0%	1.7%
Cc1ccc(S(=O)(=O)N2CCOC2CNC(=O)C(=O)NCCCN2CCOCC2)cc1 (centres undefined)	1%	9%	7%	3%	0.9%
O=C(NC1CC1)C1CCN(C2CCN(C(=O)c3c(F)cccc3Cl)CC2)CC1	-3%	-2%	6%	-11%	0.3%
COc1ccc(C(=O)N2CCN(CC(=O)N3CCOCC3)CC2)cc1	-3%	-8%	1%	-15%	i
COc1ccc(OC)c(CNC(=O)CCc2nc(-c3cccs3)no2)c1	-1%	.	4%	-7%	i
CCOC(=O)c1ccc(NCC(O)COc2ccccc2)cc1 (centres undefined)	32%	45%	-6%	6%	1.8%
CCCn1c(-c2cccc(F)c2)nc2c1c(=O)[nH]c(=O)n2Cc1ccccc1	-2%	-1%	9%	8%	2.6%
COc1cc(C(=O)Nc2ccc(C(C)=O)cc2)c(Br)c(OC)c1OC	-2%	-11%	2%	-1%	2.2%
CC1(C)Cc2c(cnn2-c2ccc(F)cc2)C(NC(=O)CCN2CCCCC2=O)C1 (centres undefined)	-1%	-2%	3%	-3%	1.4%
CCc1ccc(NC(=O)Cn2c(=O)n(CCCC(=O)NCc3ccco3)c(=O)c3ccccc32)cc1	13%	13%	1%	-10%	0.8%
COCc1ccccc1Cn1cnc2c1c(=O)n(C)c(=O)n2C	-5%	-12%	5%	1%	i
CCOC(=O)c1ccc(Nc2nc(-c3cccnc3)nc3ccccc23)cc1	6%	4%	-3%	-8%	8.4%
COc1ccc(OC)c(NC(=O)/C=C/c2ccccc2[N+](=O)[O-])c1	9%	12%	-2%	-3%	8.6%
CCC(=O)Nc1ccc2nc3c(=O)[nH]c(=S)[nH]c3nc2c1	6%	-10%	-1%	-19%	1.0%
C[C@H]1CN([C@@H](C)CO)C(=O)c2cc(NC(=O)NC3CCCCC3)ccc2O[C@H]1CN(C)C(=O)Nc1ccc(C(F)(F)F)cc1	13%	47%	-11%	.	6.6%
OC(COc1ccc2ccccc2c1)CN1CCOCC1 (centres undefined)	-10%	-11%	-15%&0%	21%	1.1%
Cn1nccc1C(=O)N1CCN(S(=O)(=O)c2ccc(Br)s2)CC1	2%	-8%	-8%	-14%	2.3%
COCCN(CCOC)c1cc(C)c(C#N)c2nc3ccccc3n12	-6%	-2%	5%	-5%	0.3%
O=C(CSc1nnc(COc2ccccc2)o1)N1CCN(c2ccccc2)CC1	42%	?	-2%	-2%	5.0%
COc1ccc(NC(=S)N(CCCN2CCOCC2)C(C)c2cc3ccccc3o2)cc1 (centres undefined)	11%	22%	4%	11%	1.7%
CCOc1ccc(CSC(CC(=O)O)C(=O)O)cc1 (centres undefined)	-7%	1%	4%	-7%	4.5%
COc1cc(-c2cc(=O)c3c(O)c(OC)c(OC)cc3o2)cc(OC)c1O	7%	31%	0%	5%	8.8%
CC(C)(C)OC(=O)[C@H](CCCCN)NC(=O)c1[nH]cnc1C(=O)N[C@@H](Cc1ccccc1)C(=O)OCc1ccccc1	?	48%	-17%	.	1.0%
CCCCCCCN1CCC(=O)N(CCO)CC1	-6%	7%	-17%	-3%	0.2%
CC(C)n1nnnc1C(c1ccc(F)cc1)N1CCN(C2CCCC2)CC1 (centres undefined)	.	.	-12%	.	i
CS(=O)(=O)c1ccccc1C(=O)Nc1nc2ccccc2[nH]1	14%	-11%	-6%	5%	0.8%

Quoted at random: two compounds from above, in no set order.
SMILES	M. tuberculosis HTS	tuberculosis growth	influenza NS1A	Salmonella PhoP GFP	VEEV TC-83 Vero	others
COCCN(CCOC)c1cc(C)c(C#N)c2nc3ccccc3n12	-6%	-2%	5%	-5%	0.3%
O=C(NC1(C(F)(F)F)N=C2SCCN2C1=O)c1ccccc1F (centres undefined)	6%	5%	.	1%	0.8%

Remaining list, next part
SMILES	M. tuberculosis HTS	tuberculosis growth	influenza NS1A	Salmonella PhoP GFP	VEEV TC-83 Vero	others
CCOc1ccc(/C(O)=C2\C(=O)C(=O)N(c3cc(C)on3)C2c2ccccc2OC)cc1 (centres undefined)	-8%	18%	0%	6%	5.6%
O=C(CN1CCN(c2ccccc2F)CC1)c1c[nH]c2ccccc12	-11%	.	-1%	-2%	1.2%	VEEV TC-83 Vero 10K pilot screen=0.7
Cc1nc2c(Br)c(C)nn2c2c1CCC2	4%	7%	-8%	-8%	0.3%
Cc1ccc(C(=O)Nc2ccccc2Sc2ccccc2)cc1	10%	66%	18%	8%	i
Nc1nnc(SCc2nnc(-c3ccccc3)o2)s1	22%	25%	5%	-10%	i
Cc1cc(C)nc(N2CCN(c3ncnc4c3cnn4Cc3ccc(Cl)cc3Cl)CC2)n1	-9%	2%	.	2%	.
COc1ccc(-c2csc(N3CCN(c4cc5c(cc4Cl)nc(-c4ccncc4)n5CCOCCO)CC3)n2)cc1	17%	18%	-1%	-3%	0.4%
Cc1ccc(C(C)C)c(OCC(O)CN(C)Cc2ccccc2)c1 (centres undefined)	16%	36%	-1%	1%	i
CC(=O)Nc1cc(C(=O)N2CCN(C)CC2)ccc1S(=O)(=O)c1ccc(C)cc1	-1%	-9%	24%	-3%	1.5%
O=C(CCNc1n[nH]c(=O)[nH]c1=O)N/N=C/c1ccccc1Br	0%	0%	1%	-11%	4.5%
Nc1nnc(CC(=O)N/N=C/c2cccc(OCCOc3ccccc3)c2)s1	2%	7%	0%	-6%	0.8%

Compounds listed so far containing an NH in an aromatic ring (ten):
SMILES	M. tuberculosis HTS	tuberculosis growth	influenza NS1A	Salmonella PhoP GFP	VEEV TC-83 Vero	others
Cc1ccc(O)c(-c2cc(-c3ccccc3F)[nH]n2)c1	34%	-4%	-12%	-24%	8.5%
CCCCn1c(=O)[nH]c(=O)c2c1nc(COC(=O)c1c(C)noc1C)n2CCC	-3%	-3%	-5%	-10%	0.3%
Cc1cccc(OCc2n[nH]c(=S)o2)c1	13%	11%	4%	3%	0.7%
CCN(CCCNC(=O)Cn1ncc2c([nH]c3ccc(C)cc32)c1=O)Cc1ccccc1	3%	27%	3%	7%	i
CCCn1c(-c2cccc(F)c2)nc2c1c(=O)[nH]c(=O)n2Cc1ccccc1	-2%	-1%	9%	8%	2.6%
CCC(=O)Nc1ccc2nc3c(=O)[nH]c(=S)[nH]c3nc2c1	6%	-10%	-1%	-19%	1.0%
CC(C)(C)OC(=O)[C@H](CCCCN)NC(=O)c1[nH]cnc1C(=O)N[C@@H](Cc1ccccc1)C(=O)OCc1ccccc1	?	48%	-17%	.	1.0%
CS(=O)(=O)c1ccccc1C(=O)Nc1nc2ccccc2[nH]1	14%	-11%	-6%	5%	0.8%
O=C(CN1CCN(c2ccccc2F)CC1)c1c[nH]c2ccccc12	-11%	.	-1%	-2%	1.2%	VEEV TC-83 Vero 10K pilot screen=0.7
O=C(CCNc1n[nH]c(=O)[nH]c1=O)N/N=C/c1ccccc1Br	0%	0%	1%	-11%	4.5%
